# AHR act – activators of human aryl hydrocarbon receptor. P35869. AHR-responsive luciferase reporter cells, luminescence. activation, % at 5 µM. actives 2.5% (n = 320,000); in the data active means activation above about 47%;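 further: 0% = vehicle wells and 100% = reference agonist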
# proCasp7 act – counter-screen: procaspase-7 (human) activation. actives 0.093% (n = 330,000). recombinant procaspase-7, Ac-DEVD-pNA absorbance 405 nm; D23A/D198A/D206A triple mutant, cannot self-cleave; scale: DMSO 0, 5 µM enzyme 100. activation, % at 8.5 µM;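 active means percent activation above the screen-wide mean plus 3 SD, cut at about 25% in these data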
# Target sequence (P55210 whole entry D23A/D198A/D206A): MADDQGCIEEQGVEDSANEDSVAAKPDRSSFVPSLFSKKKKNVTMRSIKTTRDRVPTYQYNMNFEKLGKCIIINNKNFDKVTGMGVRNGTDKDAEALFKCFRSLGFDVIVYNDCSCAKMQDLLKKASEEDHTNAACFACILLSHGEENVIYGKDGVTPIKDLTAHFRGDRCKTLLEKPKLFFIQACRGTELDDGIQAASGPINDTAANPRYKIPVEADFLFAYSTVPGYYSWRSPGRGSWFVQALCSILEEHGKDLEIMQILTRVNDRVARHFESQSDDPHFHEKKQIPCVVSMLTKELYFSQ
#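 Replicates: singlicate. Assay system: Procaspase-7 triple mutant (PC-7 D3A). Signal: 405 nm absorbance of p-nitroaniline. Times: 1 h preincubation, 2 h reaction. Buffer or medium: Zinc-free HEPES pH 7.4 with 300 mM NaCl, 0.01% Triton X-100. Also added: DEVD-pNA substrate. Benchmarks: DMSO wells as 0%, DMSO with 5 µM added PC-7 as 100%.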
# CIT2 TOR yeast – yeast TOR pathway CIT2-GFP modulation. GFP response vs DMSO, % at 10 µM. actives 0.065% (n = 320,000). AID 2029. S. cerevisiae CIT2-GFP strain, flow cytometry, 3 h; 100 means same as DMSO wells;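 active means GFP response relative to DMSO above a set limit, near the screen mean plus 3 SD, cut at about 150% in these data; inconclusive means Fewer than 70 cells measured for a yeast strain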;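 further: ratio of well median GFP fluorescence to mean of DMSO wells on the plate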
# LAP4 TOR yeast – modulators of TOR pathway LAP4-GFP in S. cerevisiae; AID 2023; S. cerevisiae LAP4-GFP multiplex, flow cytometry GFP, 3 h; median GFP as percent of DMSO wells; actives 0.34% (n = 320,000); GFP response vs DMSO, % at 10 µM;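 active means GFP response vs DMSO above a set limit, about the screen mean plus 3 SD, cut at about 150% in these data; inconclusive means under 70 cell events counted for the yeast strain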
# procasp3 activ – activates human procaspase-3; actives 0.11% (n = 330,000); activation, % at 8.5 µM; P42574; recombinant procaspase-3 D3A, Ac-DEVD-pNA absorbance 405 nm;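 active means activation above the mean of all tested compounds plus 3 SD, cut at about 21% in these data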;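 further: 0% = DMSO alone and 100% = DMSO wells spiked with extra 5 µM PC-3 D3A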
# Target sequence (P42574 whole entry D9A/D28A/D175A): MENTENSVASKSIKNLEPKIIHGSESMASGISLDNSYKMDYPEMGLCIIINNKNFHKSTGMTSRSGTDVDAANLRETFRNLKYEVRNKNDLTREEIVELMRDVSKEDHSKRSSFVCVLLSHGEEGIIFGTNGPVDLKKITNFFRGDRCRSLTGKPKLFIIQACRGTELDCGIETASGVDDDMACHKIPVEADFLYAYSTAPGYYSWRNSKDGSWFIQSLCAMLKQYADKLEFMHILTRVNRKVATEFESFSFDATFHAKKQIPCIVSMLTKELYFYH
#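 Evaluation: percent activation relative to control range; Material: Procaspase-3 D3A mutant, all three cleavage aspartates alanine; Compound: single dose, 8.5 µM nominal compound, 0.8% DMSO; Replication: one well per compound; Signal: absorbance at 405 nm, 0 and 120 min; Schedule: 1 h preincubation plus 2 h reaction at 25 °C.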
# RPL19A-GFP yeast – modulators of TOR pathway RPL19A-GFP in S. cerevisiae. S. cerevisiae RPL19A-GFP strain, flow cytometry, 3 h; hits give low values. percent response vs DMSO, % at 10 µM. actives 0.3% (n = 330,000). AID 2025;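 active means percent response vs DMSO below 50%; inconclusive means fewer than 70 events counted for the yeast strain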;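 further: median channel GFP fluorescence of the barcoded RPL19A-GFP strain; ratio of sample median GFP to plate DMSO average so 100% = DMSO; lower means less RPL19A-GFP as with rapamycin TOR inhibition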
# MEP2-GFP yeast – alters MEP2-GFP fluorescence in TOR pathway yeast screen | S. cerevisiae MEP2-GFP strain, flow cytometry GFP, 3 h; 100% = DMSO control level | AID 2016 | GFP response vs DMSO, % at 10 µM | actives 0.51% (n = 330,000);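 active means GFP response versus DMSO above a set limit, roughly screen mean plus 3 SD, cut at about 180% in these data; inconclusive means fewer than 70 cells counted for a yeast strain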;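 further: median GFP fluorescence of the barcode-gated MEP2-GFP cells per well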
# AGP1-GFP MLPCN – yeast TOR pathway AGP1-GFP modulation | actives 0.02% (n = 320,000) | S. cerevisiae AGP1-GFP multiplex flow cytometry, 3 h; GFP as percent of DMSO wells | GFP response vs DMSO, % at 10 µM | AID 2066;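 active means GFP response relative to DMSO above a set limit, near screen average plus 3 SD, cut at about 150% in these data; inconclusive means fewer than 70 cells counted for the yeast strain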;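 further: median GFP channel fluorescence of the gated AGP1 strain per well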
# Starred values were filed as active, the others as inactive; ? = inconclusive; & = joins results of further samples; [ ] = dose if it differs, or a comment. Hits appear at their usual frequency; about 3.5% have a hit in one of these screens.
SMILES,AHR act,proCasp7 act,CIT2 TOR yeast,LAP4 TOR yeast,procasp3 activ,RPL19A-GFP yeast,MEP2-GFP yeast,AGP1-GFP MLPCN
CC(=O)NCCn1c(SCC(=O)c2ccccc2)nc2ccccc2c1=O,0.0,-8.3,98.5,92.6,4.2,96.1,96.9,97.1
CCN(CC)CCC(c1ccc(N(C)C)cc1)c1c(O)cc(OC)cc1OC (stereo unspecified),4.8,-7.5,87.5,96.8,8.6,93.3,93.7,93.6
Cc1ccc(S(=O)(=O)N(C)C)cc1NC(=O)COC(=O)c1ccc2c(c1)NC(=O)CS2,-0.5,2.7,86.3,95.2,2.7,94.0,94.7,98.5
COc1ccc([C@H]2CC(=O)C=C(c3cccc(NC(C)=O)c3)C2)cc1,9.2,-3.7,88.7,79.4,3.7,93.9,90.7,65.7
O=C(CN1C(=O)c2ccccc2S1(=O)=O)N1CCN(c2ccccc2F)CC1,10.4,5.2,91.0,104.9,-7.7,102.6,112.3,99.6
COc1ccc2cnnc(SCC(=O)Nc3ccccc3)c2c1OC,-8.6,-8.0,101.6,90.6,0.9,100.3,101.4,99.7
O=c1cc(NCc2ccccc2)nc2n1CCCS2,2.8,-9.9,103.3,102.4,-2.0,106.9,104.7,102.3
COC(=O)c1ccccc1NC(=O)CN(c1cc(OC)ccc1OC)S(C)(=O)=O,2.1,0.3,90.8,109.1,-1.3,100.5,100.7,95.9
O=C([C@@H]1CCCN1C(=O)c1cccs1)N1CCN(S(=O)(=O)c2ccccc2F)CC1,1.9,4.3,86.2,106.0,-0.1,96.8,98.2,97.9
CCc1ccc(C)[n+](CC(=O)c2cccs2)c1,0.9,4.1,103.9,109.4,5.5,107.3,114.9,107.1
COc1ccc(C(=O)NC2CCN(C(=S)NCCc3ccccc3)CC2)cc1,1.0,5.6,101.0,100.0,-2.9,97.3,96.7,100.4
CC(=O)Nc1cccc(/C(C)=N/Nc2nc3ccccc3s2)c1,61.4*,6.1,95.6,109.9,4.5,91.4,107.0,100.4
O=C(CCn1c(=O)c2cccn2c2cccnc21)NCc1cccc(Cl)c1,-0.1,1.7,106.7,102.2,6.4,102.0,107.0,105.1
CSc1ccccc1C(=O)C1CCCN(Cc2cnn(-c3ccccc3)c2)C1 (stereo unspecified),8.3,-6.5,98.0,91.0,6.3,99.3,99.0,97.3
COc1cccc(CNC(=O)c2cc(C)nc3ccccc23)c1,3.2,-3.0,97.6,114.1,-10.1,99.1,100.8,101.4
O=C(c1cc2cc(F)ccc2[nH]1)N1CCN(Cc2ccc3c(c2)OCO3)CC1,17.6,5.0,105.4,103.8,-3.5,103.4,106.2,104.9
O=C(COC(=O)c1ccc(O)cc1O)Nc1nnc(-c2ccccc2)o1,0.7,0.1,100.4,101.2,3.4,94.7,94.0,96.3
Cc1ccc(OCC(=O)Nc2ccc(N3CCN(S(C)(=O)=O)CC3)cc2)cc1,-2.6,-1.9,114.2,103.0,8.4,100.8,111.0,107.9
Cc1ccc(S(=O)(=O)NC2CCCC2)cc1C(N)=O,2.2,-1.6,104.6,96.7,4.4,98.3,99.2,103.5
Cc1cc(=O)n2[nH]nnc2n1,-3.9,14.3,111.5,105.7,1.1,108.8,109.4,103.4
CC(C)NC(=S)N1CCn2c(nc3ccccc32)C1,2.3,1.9,101.2,101.6,-3.7,101.8,113.0,103.7
COc1ccc(NC(=O)Nc2cccc(C(=O)N3CCOCC3)c2)cc1OC,20.3,-14.9,110.0,103.1,2.4,99.6,104.8,106.2
CCC1COCCS(=O)(=O)N1Cc1ccc(C)cc1 (stereo unspecified),4.3,-2.5,100.3,99.7,-0.5,95.9,80.3,84.2
CS(=O)(=O)c1nc(-c2ccco2)cc(C(F)(F)F)n1,-6.7,-5.5,?,?,-7.3,61.8[may fluoresce violet],?,?
CC(C)CNC(=O)C1Nc2ccccc2C2C=CCC12 (stereo unspecified),5.0,-18.6,89.7,105.5,-12.9,100.2,94.9,89.4
# (further entries)
SMILES,AHR act,proCasp7 act,CIT2 TOR yeast,LAP4 TOR yeast,procasp3 activ,RPL19A-GFP yeast,MEP2-GFP yeast,AGP1-GFP MLPCN
CCOc1ccc(N(CC(=O)NC(C)(C)C)C(=O)CCC(=O)Nc2nccs2)cc1,0.9,11.2,100.7,84.0,-4.5,97.4,97.1,96.6
COc1ccc(N2C(=O)c3ccccc3NC23CCC(C)CC3)cc1 (stereo unspecified),1.2,4.4,110.5,101.3,1.4,105.4,96.4,106.7
CCOC(=O)C1=NNC2(c3ccc(Cl)cc3)C(=O)N(c3ccc(C)cc3)C(=O)C12 (stereo unspecified),6.7,0.4,101.2,101.0,4.7,99.0,92.4,97.4
CC(=O)Nc1cccc(C(=O)OCC(=O)c2ccc3c(c2)OCO3)c1,-1.4,-0.6,95.4,100.3,3.5,95.2,85.3,98.9
COc1cc(CC(=O)N(C)CC(=O)Nc2cc(C)ccc2C)cc(OC)c1OC,-0.7,4.0,108.6,113.0,7.2,99.9,110.5,104.1
CCOC(=O)c1sc(NC(=O)CN2C(=O)NC3(CC(C)CC(C)(C)C3)C2=O)c(C(=O)OCC)c1C (stereo unspecified),-1.1,7.5,102.5,102.0,-3.4,112.8,111.2,110.9
CC(NC(=O)CNC(=S)N(Cc1ccccc1)Cc1cccnc1)c1ccccc1 (stereo unspecified),0.3,7.9,100.7,99.5,-7.4,96.4,99.2,95.2
CCOC(=O)c1c(-c2cccc3ccccc23)csc1NC(=O)C1C2CCC(O2)C1C(=O)O (stereo unspecified),0.2,8.3,95.7,96.5,1.0,99.6,107.9,104.9
COc1cccc(-c2ncc3ccccc3c2COC(=O)CCC(=O)O)c1,2.1,1.1,98.7,103.7,-4.8,98.3,94.0,102.4
Cc1cnc(NC(=O)CCCc2nc3ccccc3s2)s1,270.7*,-26.8,97.5,118.9,-14.1,101.2,114.2,119.7
O=S(=O)(c1ccccc1)N1CCN(Cc2cccc(Br)c2)CC1,2.4,-0.7,82.1,108.2,5.1,99.5,95.3,100.0
CC(C)c1ccc(NC(=O)c2cc(Br)ccc2Br)cc1,28.5,4.3,93.5,97.1,-1.8,102.9,97.3,84.8
Nc1nc(SCCO)[nH]c(=O)c1NC(=O)c1ccccc1F,-0.3,-3.9,102.0,89.3,-6.1,100.6,101.5,95.5
CCCn1c(N)c(N(CCOC)C(=O)c2cc(S(=O)(=O)N3CCCCCC3)ccc2OC)c(=O)[nH]c1=O,-1.8,8.2,92.0,90.0,-1.3,90.6,92.0,94.8
Cc1ccn2cc(-c3ccc4c(c3)NC(=O)CO4)nc2c1,-8.8,-0.4,104.0,114.0,6.6,96.0,97.3,97.8
CCN(CC)N=Nc1ccc(S(=O)(=O)Nc2nc(C)cc(C)n2)cc1,1.7&0.5,2.6&11.6,101.3&113.0,90.5&103.9,0.8&-15.1,103.1&112.9,97.2&106.2,95.7&111.2
CCN(Cc1ccccc1)Cc1nnnn1Cc1ccccc1,-1.7,-3.0,101.2,94.2,5.5,102.3,97.3,100.7
COc1ccc(/C=C/C(=O)C2CC2)cc1Cn1nc(C)c([N+](=O)[O-])c1C,12.8,3.8,113.7,95.5,2.3,110.6,113.4,110.0
NS(=O)(=O)c1ccc(NC(=O)c2ccc(COc3ccccc3)o2)cc1,1.4,-2.6,100.7,97.1,-2.3,96.2,98.3,98.8
O=C(CCC(=O)Nc1ccc(F)cc1)N/N=C/c1cccnc1,0.7,9.8,111.4,97.6,3.4,99.8,101.9,107.9
CC1CCCCN1CCNC(=O)C1CCN(S(=O)(=O)c2cccc3cccnc23)CC1 (stereo unspecified),-1.0,1.9,97.7,102.2,0.4,100.3,110.9,101.4
CCOC(=O)C1=C(C)NC(=O)C(C#N)C1c1ccco1 (stereo unspecified),16.0,2.4,99.7,97.8,-4.5,105.8,109.8,108.3

# 6 neighbouring records out of the list so far, quoted:
SMILES,AHR act,proCasp7 act,CIT2 TOR yeast,LAP4 TOR yeast,procasp3 activ,RPL19A-GFP yeast,MEP2-GFP yeast,AGP1-GFP MLPCN
CCOC(=O)C1=NNC2(c3ccc(Cl)cc3)C(=O)N(c3ccc(C)cc3)C(=O)C12 (stereo unspecified),6.7,0.4,101.2,101.0,4.7,99.0,92.4,97.4
CC(=O)Nc1cccc(C(=O)OCC(=O)c2ccc3c(c2)OCO3)c1,-1.4,-0.6,95.4,100.3,3.5,95.2,85.3,98.9
COc1cc(CC(=O)N(C)CC(=O)Nc2cc(C)ccc2C)cc(OC)c1OC,-0.7,4.0,108.6,113.0,7.2,99.9,110.5,104.1
CCOC(=O)c1sc(NC(=O)CN2C(=O)NC3(CC(C)CC(C)(C)C3)C2=O)c(C(=O)OCC)c1C (stereo unspecified),-1.1,7.5,102.5,102.0,-3.4,112.8,111.2,110.9
CC(NC(=O)CNC(=S)N(Cc1ccccc1)Cc1cccnc1)c1ccccc1 (stereo unspecified),0.3,7.9,100.7,99.5,-7.4,96.4,99.2,95.2
CCOC(=O)c1c(-c2cccc3ccccc23)csc1NC(=O)C1C2CCC(O2)C1C(=O)O (stereo unspecified),0.2,8.3,95.7,96.5,1.0,99.6,107.9,104.9

# Entries listed so far printed as active in AHR act:
smiles,AHR act,CIT2 TOR yeast,LAP4 TOR yeast,procasp3 activ,RPL19A-GFP yeast,MEP2-GFP yeast,AGP1-GFP MLPCN
CC(=O)Nc1cccc(/C(C)=N/Nc2nc3ccccc3s2)c1,61.4*,95.6,109.9,4.5,91.4,107.0,100.4
Cc1cnc(NC(=O)CCCc2nc3ccccc3s2)s1,270.7*,97.5,118.9,-14.1,101.2,114.2,119.7

# From PubChem
